NOD2 RIPK2 PPI = NOD2-RIPK2 protein interaction inhibition. O43353. CHO BLA complementation NOD2-RIPK2, CCF4 ratio. inhibition, % at 4.98 µM. 0.38% of 360,000 active. AID 624267; in the data active = inhibition above about 21%;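 also: 0% = vehicle only and 100% = reference blocker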
Target sequence (O43353 whole entry, looked up): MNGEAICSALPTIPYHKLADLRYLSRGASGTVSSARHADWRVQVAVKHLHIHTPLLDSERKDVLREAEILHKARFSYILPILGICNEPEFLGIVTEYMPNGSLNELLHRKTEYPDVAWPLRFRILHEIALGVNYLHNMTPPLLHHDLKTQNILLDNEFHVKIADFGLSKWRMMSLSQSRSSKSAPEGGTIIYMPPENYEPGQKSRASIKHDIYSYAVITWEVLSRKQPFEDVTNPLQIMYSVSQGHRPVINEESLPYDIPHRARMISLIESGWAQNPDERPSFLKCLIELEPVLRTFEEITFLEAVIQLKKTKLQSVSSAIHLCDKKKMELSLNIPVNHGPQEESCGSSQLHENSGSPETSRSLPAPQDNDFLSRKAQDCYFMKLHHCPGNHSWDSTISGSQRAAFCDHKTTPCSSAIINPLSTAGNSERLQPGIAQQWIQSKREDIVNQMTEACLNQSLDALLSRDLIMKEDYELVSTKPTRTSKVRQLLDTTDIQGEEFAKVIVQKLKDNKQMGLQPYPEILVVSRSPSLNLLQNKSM
SRC1 inh = inhibits human SRC1 coactivator; Q15788; HEK293 GAL4-SRC1 luciferase reporter, luminescence; inhibition, % at 3.6 µM; 0.12% of 360,000 active; AID 588354;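 active = inhibition above the campaign mean plus 3 SD, with each screening campaign given its own cutoff, cut at about 60% in these data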;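 also: 0% = DMSO treated cells and 100% = gossypol at 36 µM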
COUP-TFII inh = NR2F2 (human) inhibition, primary screen; P24468; HEK293T NGFI-A luciferase reporter, luminescence; inhibition, % at 8.6 µM; 0.7% of 370,000 active; AID 686940;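 active = inhibition above a per-plate cutoff, mean inhibition of test wells between control levels plus 3 SD, cut at about 38% in these data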;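 also: cells cotransfected with COUP-TFII expression vector driving the NGFI-A reporter; 0% = median of COUP-TF2 test wells and 100% = reporter-only cells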
Target sequence (P24468 whole entry, looked up): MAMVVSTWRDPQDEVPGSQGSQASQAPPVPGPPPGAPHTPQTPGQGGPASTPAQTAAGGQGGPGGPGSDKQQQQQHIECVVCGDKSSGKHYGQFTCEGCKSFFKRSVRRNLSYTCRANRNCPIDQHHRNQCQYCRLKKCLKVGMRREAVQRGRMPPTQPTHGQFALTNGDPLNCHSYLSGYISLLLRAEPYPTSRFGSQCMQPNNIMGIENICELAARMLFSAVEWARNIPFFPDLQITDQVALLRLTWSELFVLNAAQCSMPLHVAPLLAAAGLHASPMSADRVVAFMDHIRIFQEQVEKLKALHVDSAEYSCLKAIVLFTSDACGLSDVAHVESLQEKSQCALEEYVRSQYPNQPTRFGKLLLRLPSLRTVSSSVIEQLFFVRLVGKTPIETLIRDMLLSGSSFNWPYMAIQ
LRH-1 inv ag = suppresses constitutive activity of human LRH-1; O00482; HEK293T StAR-luciferase reporter, LRH-1 transfected, 24 h; inhibition, % at 3.6 µM; 0.13% of 360,000 active; AID 602396;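 active = inhibition above the mean inhibition of all tested compounds plus 3 SD, cut at about 73% in these data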;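 also: 0% = DMSO wells and 100% = reporter-only cells lacking LRH-1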
TLR9-MyD88 block = inhibitors of human TLR9-MyD88 binding; Q9NR96+Q99836; CHO BLA complementation TLR9-MyD88, CCF4 FRET ratio; inhibition, % at 4.98 µM; 0.21% of 340,000 active; AID 504734;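 active = inhibition above the mean over all tested compounds plus 3 SD, cut at about 21% in these data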;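 also: 0% = DMSO only wells and 100% = clavulanate BLA inhibitor control wells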
TRAIL sens C8 = caspase-8 TRAIL sensitization | 1% of 360,000 active | AID 624354 | NB7+C8 cells + TRAIL, ATPlite viability luminescence | inhibition (viability loss, TRAIL sensitization), % at 10 µM;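 active = compounds causing at least 50% loss of cell viability in the single-dose screen, relative to plate controls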
SRC3 inh = inhibits human SRC3 coactivator; Q9Y6Q9; HEK293 GAL4-SRC3 luciferase reporter, luminescence; inhibition, % at 3.6 µM; 0.17% of 360,000 active; AID 588352;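 active = inhibition above a per-campaign cutoff, the mean of all compounds plus 3 SD, cut at about 60% in these data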;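 also: 0% = DMSO-treated cells and 100% = gossypol-treated cells at 36 µM; higher means less SRC3-driven luciferase light from the GAL4 reporter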
LMP1 NFkB inh = Epstein-Barr LMP1 NF-kappaB reporter inhibition; inhibition, % at 12.5 µM; 0.69% of 350,000 active; LMP1-induced NF-kappaB luciferase reporter cells, luminescence; in the data active = inhibition above about 41%;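 also: 0% = neutral control wells and 100% = reference inhibitor control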
TWEAK Fn14 block = TWEAK-Fn14 signaling inhibition; 2% of 360,000 active; TWEAK-stimulated Fn14 reporter cells, luciferase luminescence, 8 h; inhibition, % at 10 µM; in the data active = inhibition above about 50%
TROY NFkB inh = blocks TROY-dependent signaling in reporter cells. inhibition, % at 10 µM. Q293 LMP1-TROYcd NF-kB luciferase reporter, 4 h. 0.98% of 360,000 active. AID 1347056;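 active = compounds whose plate-normalised and pattern-corrected inhibition of the luciferase reporter signal at the single screening dose is 50% or more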
NCOA2 inhibitor = inhibits human steroid receptor coactivator 2. Q15596. HEK293 GAL4-SRC2 luciferase reporter, luminescence. inhibition, % at 9 µM. 0.17% of 370,000 active. AID 651957;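 active = inhibition above the mean inhibition of all tested compounds plus 3 SD, set per campaign, cut at about 52% in these data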;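 also: 0% = DMSO treated cells and 100% = cells given Gossypol at 36 µM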
The depositor's hits bear a star; · = no result given. These rows are one share of the data (hit frequency here may not be typical).

SMILES | NOD2 RIPK2 PPI | SRC1 inh | COUP-TFII inh | LRH-1 inv ag | TLR9-MyD88 block | TRAIL sens C8 | SRC3 inh | LMP1 NFkB inh | TWEAK Fn14 block | TROY NFkB inh | NCOA2 inhibitor
COc1cc(SC)ccc1C(=O)NCCOc1c(C)cc(C)cc1C | 11 | 15 | 7 | 10 | 1 | 3 | 6 | 4 | -18 | 4 | 7
c1ccc(CSc2ncnc3ccccc23)cc1 | 0 | 14 | 7 | 23 | 2 | -3 | 14 | -17 | 11 | 3 | -4
COc1cc(/C=C(\C#N)C(=O)c2c[nH]c3ccccc23)cc(OC)c1O | 7 | 6 | -20 | 9 | 3 | -10 | 16 | -15 | 28 | -5 | -3
COc1ccccc1N=C(C)C1=C(O)CC(c2ccccc2)CC1=O (centres undefined) | 2 | -3 | -6 | -20 | 2 | -1 | 4 | 15 | -5 | -1 | 16
NCCCC[C@@H]1NC(=O)[C@H](CCC(=O)O)NC(=O)c2cc([N+](=O)[O-])cc(I)c2SC[C@@H](C(=O)NCC(N)=O)NC1=O | -10 | 0 | -11 | -13 | -4 | 1 | -2 | 1 | -3 | 8 | -10
O=C(Nc1ccc(Cl)cc1)Nc1cccnc1 | -8 | -38 | -30 | -43 | 6 | 9 | -30 | -10 | -16 | -29 | -12
CN(C)C(CNc1ncnc2ccccc12)c1c(F)cccc1Cl (centres undefined) | -4 | 4 | -17 | -4 | 6 | 0 | 1 | -17 | -8 | -2 | 6
O=C(Nc1ccc2nc3n(c(=O)c2c1)CCCCC3)C(=O)N1CCN(c2ccccc2F)CC1 | -6 | -2 | 9 | 6 | -6 | -2 | 10 | 4 | 19 | -10 | -3
O=C(Cn1nnc2ccccc21)Nc1ccc(Cl)cn1 | 3 | 19 | -18 | 11 | -9 | 2 | 11 | 5 | 4 | -7 | -31
C=CCn1c(=NC(=O)c2ccccc2[N+](=O)[O-])sc2cc(S(C)(=O)=O)ccc21 | -16 | 5 | -13 | 23 | 7 | 0 | -2 | -21 | 15 | 3 | -12
Cc1ccnc(Nc2nc(-c3ccc(O)cc3)cs2)c1 | -12 | -65 | -9 | -113 | -10 | 9 | -82 | -20 | 16 | -75 | -30
COC(=O)[C@@]12CCCCN1[C@H](c1ccc(-c3ccc(Cl)c(Cl)c3)cc1)[C@H]1C(=O)N(C)C(=O)[C@H]12 | -1 | 5 | 9 | -20 | -2 | 6 | -6 | -1 | 18 | 13 | -8
CCOc1ccc(NCC(=O)Nc2ccc(Cl)cc2C)cc1 | -8 | 2 | -5 | 7 | -10 | 17 | -4 | 9 | -18 | -30 | -3
Cc1ccccc1CSc1nc(-c2ccccc2)cc(=O)[nH]1 | -1 | -3 | -6 | 6 | -2 | -7 | 11 | -14 | -14 | 3 | 0
Cc1ccc(C)c(N2CCN(C(=O)CCc3nc(-c4cccc(Br)c4)no3)CC2)c1 | -4 | 3 | 13 | -6 | -10 | 9 | -8 | 2 | 15 | 5 | 2
CN(C)CC1CCCCC1OC(=O)/C=C/c1ccccc1 (centres undefined) | 3 | -4 | 2 | 4 | 2 | -4 | 11 | -1 | -18 | 3 | 21
Cc1ccc(C)c(NC(=O)C(OC(=O)c2cnc(C)cn2)c2ccccc2)c1 (centres undefined) | 7 | -52 | 7 | 0 | -5 | -2 | 9 | 0 | 1 | 3 | 10
O=C(CCn1nnc2ccccc21)N1CCN(c2ccccc2)CC1 | -6 | -37 | -27 | -54 | 4 | -12 | -11 | -16 | -5 | -32 | -8
Cc1oc(-c2cccc(Cl)c2)nc1CSc1nc2c(c(=O)[nH]1)CCC2 | 6 | -14 | · | -11 | -8 | -9 | -2 | 8 | 17 | 37 | ·
O=C(NC1CCCC1)[C@@H]1CSC2c3ccccc3C(=O)N21 (some centres undefined) | -4 | 11 | 8 | 9 | -3 | -7 | 17 | -3 | 13 | -1 | -19
Cc1c(N=Cc2ccncc2)c(=O)n(-c2ccccc2)n1C | -15 | -14 | -39 | 9 | -1 | -3 | 12 | -1 | 14 | -10 | -6
CCOc1ccccc1NC(=O)C(OC(=O)c1ccc(O)cc1)c1ccccc1 (centres undefined) | -13 | 4 | 0 | 21 | 2 | -3 | 15 | -10 | 26 | 24 | -27
O=C(NCCc1c[nH]c2ccccc12)/C(=C\c1cccnc1)NC(=O)c1cccs1 | 4 | 4 | 12 | 26 | 9 | 7 | 3 | 11 | -6 | 7 | 14
NC(=O)c1ccc(NC(=O)CSc2nncn2-c2ccccc2)cc1 | -5 | 1 | 13 | 8 | -1 | -1 | -2 | -9 | 7 | -6 | -8
Cc1c(C(=O)N2CCN(Cc3ccc4c(c3)OCO4)CC2)sc2ncnc(N3CCN(c4ccccc4)CC3)c12 | -11 | 37 | -10 | 28 | -4 | 26 | 32 | 21 | 87* | 53* | 11
O=S(=O)(NC1=NCCCCC1)c1cc(F)ccc1F | -5 | -12 | 8 | -9 | -2 | -33 | 3 | -1 | 5 | -4 | 4
N#C/C(=C\c1cccc(O)c1)C(=O)N1CCCCC1 | 1 | -2 | -3 | 2 | -6 | -15 | -1 | 5 | -15 | -12 | -5
CCc1ccc2c(c1)C(=O)C[C@]1(CCC[C@H](C)C1)O2 | 9 | 5 | 5 | 2 | 1 | 9 | 10 | -5 | 2 | -10 | -5
CC(C)(C)n1cnc2cc(NC(=O)c3cccs3)ccc21 | -3 | -68 | -65 | -90 | 6 | 50 | -50 | -20 | 22 | -53 | -94
C=CCn1c(COc2cccc(C)c2)nnc1SCC(=O)c1c(N)n(C)c(=O)n(C)c1=O | -2 | -10 | -8 | 1 | 4 | 5 | -6 | 5 | 5 | 3 | 1
Cc1cc(C)n(CCC(=O)N/N=C/c2ccc(O)cc2O)n1 | -4 | 6 | -18 | 6 | 3 | 28 | 27 | 15 | -2 | -27 | 24
CN(C)/C=C1\NC(=S)N(c2ccc(Cl)cc2)C1=O | -8 | 5 | 9 | 0 | -11 | -7 | 10 | -8 | 6 | -2 | -4
CCOC(=O)c1nn(-c2ccccc2)c2nnc(Cc3ccc(C)cc3)c(=O)n12 | -4 | -1 | -8 | 18 | -10 | 22 | 6 | -1 | -3 | 9 | 4
O=C(Cc1ccccc1)Nn1c(-c2ccccc2)nc2ccccc2c1=O | -4 | 4 | 1 | 17 | -3 | -3 | 18 | 5 | 2 | 7 | 6
Cc1ccc(CNC(=O)CS(=O)(=O)Cc2nc(-c3ccccc3F)oc2C)cc1 | 10 | 5 | 5 | -12 | -10 | -15 | 6 | -4 | 22 | -10 | -7
CCOC(=O)Cc1csc(NC(=O)CSc2nnnn2-c2ccc(C)cc2C)n1 | 1 | -2 | 12 | 11 | -8 | -9 | 17 | 3 | -3 | 23 | 17

Laid out differently: results already given
Results follow in this order: NOD2 RIPK2 PPI | SRC1 inh | COUP-TFII inh | LRH-1 inv ag | TLR9-MyD88 block | TRAIL sens C8 | SRC3 inh | LMP1 NFkB inh | TWEAK Fn14 block | TROY NFkB inh | NCOA2 inhibitor
> CCc1ccc2c(c1)C(=O)C[C@]1(CCC[C@H](C)C1)O2
  9 | 5 | 5 | 2 | 1 | 9 | 10 | -5 | 2 | -10 | -5
> C=CCn1c(COc2cccc(C)c2)nnc1SCC(=O)c1c(N)n(C)c(=O)n(C)c1=O
  -2 | -10 | -8 | 1 | 4 | 5 | -6 | 5 | 5 | 3 | 1

Remaining list, next part
SMILES | NOD2 RIPK2 PPI | SRC1 inh | COUP-TFII inh | LRH-1 inv ag | TLR9-MyD88 block | TRAIL sens C8 | SRC3 inh | LMP1 NFkB inh | TWEAK Fn14 block | TROY NFkB inh | NCOA2 inhibitor
CCCOC(=O)Nc1nnc(CCC)s1 | 8 | -48 | -35 | -18 | -8 | 13 | -11 | -6 | 7 | -10 | -21
COc1ccc(NC(=O)c2ccccc2NC(=O)c2ccccc2)cc1 | 3 | 0 | -9 | 6 | 6 | 12 | -19 | -11 | -2 | -35 | -50
COc1ccccc1CN1CCNC(=O)C1CC(=O)NCc1csc(C)n1 (centres undefined) | -4 | -7 | 6 | 17 | 6 | 2 | 17 | 0 | 8 | -3 | -24
Clc1ccc(-n2nnnc2CN2CCCCC2)cc1Cl | 2 | 2 | -7 | -2 | 2 | -10 | 18 | 4 | 18 | -12 | -21
O=C(CCN1C(=O)c2cccc3cccc(c23)C1=O)NCc1cccnc1 | 2 | 4 | -1 | -25 | 13 | 0 | -3 | -15 | -7 | 3 | -23
Nc1nc(Nc2cccc(Cl)c2)n[nH]1 | -14 | 9 | 10 | -21 | · | -11 | 12 | 4 | 14 | 8 | 0
CN(C(=O)COC(=O)/C=C/c1ccc(C(F)(F)F)cc1)C1CCS(=O)(=O)C1 (centres undefined) | -15 | -1 | -4 | 7 | -3 | 16 | -26 | 6 | -15 | 35 | -10
O=C(Nc1ccn(CCOC(=O)c2ccccc2)c(=O)n1)c1ccccc1 | -13 | -10 | -17 | 2 | · | -9 | -20 | · | -10 | 54* | -29
CC1CCC2(CC1)NC(=O)N(CC(=O)N1CCN(S(=O)(=O)c3ccccc3)CC1)C2=O (centres undefined) | -1 | -3 | 16 | 10 | 4 | -8 | 9 | 0 | 9 | 10 | 13
Cc1ccccc1C(=O)N1CCN(c2ccc(NC(=O)c3cccnc3Cl)cc2)CC1 | 4 | 15 | 13 | 9 | -2 | 1 | 11 | 24 | -23 | -5 | -12

Profiles from above. Screens in order: NOD2 RIPK2 PPI | SRC1 inh | COUP-TFII inh | LRH-1 inv ag | TLR9-MyD88 block | TRAIL sens C8 | SRC3 inh | LMP1 NFkB inh | TWEAK Fn14 block | TROY NFkB inh | NCOA2 inhibitor
`Cc1ccccc1C(=O)N1CCN(c2ccc(NC(=O)c3cccnc3Cl)cc2)CC1` as listed: 4 | 15 | 13 | 9 | -2 | 1 | 11 | 24 | -23 | -5 | -12
`O=C(Nc1ccc(Cl)cc1)Nc1cccnc1` as listed: -8 | -38 | -30 | -43 | 6 | 9 | -30 | -10 | -16 | -29 | -12
`COc1cc(/C=C(\C#N)C(=O)c2c[nH]c3ccccc23)cc(OC)c1O` as listed: 7 | 6 | -20 | 9 | 3 | -10 | 16 | -15 | 28 | -5 | -3
`Cc1ccc(CNC(=O)CS(=O)(=O)Cc2nc(-c3ccccc3F)oc2C)cc1` as listed: 10 | 5 | 5 | -12 | -10 | -15 | 6 | -4 | 22 | -10 | -7
`Cc1ccccc1CSc1nc(-c2ccccc2)cc(=O)[nH]1` as listed: -1 | -3 | -6 | 6 | -2 | -7 | 11 | -14 | -14 | 3 | 0

Screening data: PubChem BioAssay, several laboratories
